# LYP inhibition – inhibitors of LYP phosphatase, biochemical, fluorescence intensity, uHTS (AID 1779). recombinant LYP phosphatase, fluorescence intensity; higher % means a stronger effect. actives 0.054% (n = 290,000). Tyrosine-protein phosphatase non-receptor type 22 (Homo sapiens). inhibition, % at 11.5 µM, or IC50 in µM where a hit was titrated;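 also: plate controls were vehicle with enzyme for no effect and no enzyme for full effect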
# XIAP antagonists – XIAP antagonists, biochemical, IAP family, fluorescence polarization (AID 1018); XIAP BIR domain, fluorescence polarization peptide displacement; higher % means a stronger effect; E3 ubiquitin-protein ligase XIAP (Homo sapiens); one-dose displacement, % at 20 µM; IC50 in µM for titrated hits; actives 0.007% (n = 200,000); in the data active = displacement above about 50%; also: a part of the inactive calls stands beside numbers as strong as those of hits
# NOD1 NF-kB reporter – NOD1 signaling inhibitors, primary screen, cell-based, luminescence, uHTS (AID 1578) | NOD1-driven NF-kB luciferase reporter cells, luminescence; higher % means a stronger effect | one-dose inhibition, % at 4 µM; EC50 in µM for titrated hits | actives 1% (n = 290,000); in the data active = inhibition mostly above about 36%, no sharp cut-off; inactive = mostly below about 34%;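 also: HEK-293T reporter cells stimulated with the NOD1 agonist gamma-tri-DAP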
# human PMI inhibitors – human PMI inhibitors, high substrate, primary screen, biochemical, fluorescence intensity, high mannose 6-phosphate (AID 1220). Mannose-6-phosphate isomerase (Homo sapiens). recombinant PMI enzyme, coupled fluorescence intensity; higher % means a stronger effect. inhibition, % at 20 µM; hits with a dose series show IC50 in µM. actives 0.66% (n = 190,000)
# TNAP activators – human TNAP enzyme activators, primary screen, biochemical, luminescent, no phosphate acceptor, uHTS (AID 1001); purified TNAP, luminescent activation assay, no phosphate acceptor; higher activation fold means a stronger effect; activation fold at 20 µM, or EC50 in µM where a hit was titrated; actives 0.03% (n = 200,000); in the data active = activation fold from about 3, or a potency from the dose series; inactive = the rest, 99 in 100 with activation fold below about 1.6; also: many of its hits are not listed in these tables
# KOR beta-arrestin-1 – KOR agonists, beta-arrestin recruitment, primary screen, cell-based, luminescence, uHTS (AID 1777); Kappa-type opioid receptor (Homo sapiens); KOR beta-arrestin recruitment, luminescence; higher % means a stronger effect; activation, % at 10 µM; hits with a dose series show EC50 in µM; actives 0.02% (n = 280,000); in the data active = activation above about 50%, passing the limit was not always enough; also: a part of the inactive calls stands beside numbers as strong as those of hits
# human PMI inhibition – inhibitors of human PMI, primary screen, biochemical, fluorescence intensity, coupled assay (AID 1209) | Mannose-6-phosphate isomerase (Homo sapiens) | purified PMI enzyme, coupled fluorescence intensity; higher % means a stronger effect | inhibition, % at 20 µM, or IC50 in µM where a hit was titrated | actives 0.42% (n = 190,000);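 also: plate controls were DMSO vehicle for no effect and wells lacking substrate for full effect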
# KOR beta-arrestin-2 – KOR antagonists, beta-arrestin recruitment, cell-based, luminescence, uHTS (AID 1778); Kappa-type opioid receptor (Homo sapiens); KOR beta-arrestin recruitment, luminescence, antagonist mode; higher % means a stronger effect; inhibition, % at 10 µM, or IC50 in µM where a hit was titrated; actives 0.091% (n = 290,000); also: strong numbers were not always called active
# HEK293 NOD2/NF-kB – NOD2 signaling inhibitors, cell-based, luminescence, uHTS, HEK293 (AID 1566). HEK293 NOD2/NF-kB luciferase reporter, luminescence; higher % means a stronger effect. inhibition, % at 4 µM; hits with a dose series show EC50 in µM. actives 0.63% (n = 290,000); also: many of its hits are not listed in these tables
# Active calls of the source: *; . = not tested or not shown; & = joins results of further samples; [ ] = dose if it differs, or a comment. Rule as the data show it, unless noted: active = inhibition above about 50%; inactive = the rest. These rows are one share of the data (hit frequency here may not be typical).
No.	structure	LYP inhibition	XIAP antagonists	NOD1 NF-kB reporter	human PMI inhibitors	TNAP activators	KOR beta-arrestin-1	human PMI inhibition	KOR beta-arrestin-2	HEK293 NOD2/NF-kB
1	COc1ccccc1C1=NOC(Cn2c(NCCOCCO)nc3c2c(=O)n(C)c(=O)n3C)C1 (stereo not given)	-6%	.	-9%	.	.	0.1%	.	20%	8%
2	COc1ccc(OC)c(C2C(C(=O)Nc3nc4ccccc4s3)=C(C)NC3=C2C(=O)CCC3)c1 (stereo not given)	-4%	-2.9%	44%	-8%	1	8.0%	-2%	-54%	-52%
3	Cc1ccc(CS(=O)Cc2ccc(C(=O)N3CCN(C4CCCCC4)CC3)o2)cc1 (stereo not given)	-12%	.	-10%	.	.	3.2%	.	-18%	29%
4	CC1(C)CC(=O)C2=C(C1)N(Cc1cccnc1)C(=O)C2(NC(=O)c1ccc(F)cc1)C(F)(F)F (stereo not given)	-4%	-7.7%	-3%	6%	1.1	1.1%	10%	-35%	16%
5	CC(C)CCn1nnnc1C(c1ccc(F)cc1)N1CCC(C(N)=O)CC1 (stereo not given)	-6%	-0.2%	8%	11%	1.1	3.8%	2%	0%	8%
6	CCOC(=O)CSc1nnc(-c2cc(OC)c(OC)c(OC)c2)o1	-2%	-2.4%	-30%	-8%	1.1	-5.1%	-2%	2%[20 µM]	15%
7	CN1CCN(C(=S)NC(=O)/C=C/c2ccccc2Cl)CC1	-8%	-4.8%	-27%	0%	1	-2.0%	5%	8%[20 µM]	2%
8	COc1cccc(C2CC(=O)Nc3cc(OC)c(OC)cc32)c1 (stereo not given)	-10%	.	32%	.	.	1.7%	.	-4%	3%
9	Cc1occc1C(=O)N=Nc1c(O)n(C)c2ccccc12	-8%	-0.6%	-51%	5%	1.1	-2.7%	11%	1%	-53%
10	COC(=O)c1ccc2c(=O)[nH]c(CSc3nc(-c4ccc(F)cc4)cs3)nc2c1	-5%	-2.3%	-12%	-10%	1.1	7.2%	-9%	-12%	11%
11	CCNC(=S)N/N=C/c1cn(Cc2ccc(F)cc2)c2ccccc12	4%	-38%	11%	14%	1.1	1.6%	16%	6%	0%
12	Cc1cc(S(=O)(=O)NCc2cccs2)ccc1-n1cnnn1	-5%	-5.4%	-6%	-14%	0.9	-0.6%	-2%	16%	7%
13	CCCCSCCCNC(=O)C1CCC(CNS(=O)(=O)c2ccc(NC(C)=O)cc2)CC1 (stereo not given)	-1%	.	-12%	.	.	0.0%	.	-18%	3%
14	Cc1nn(Cc2ccc(C(=O)N3N=C(C(F)F)CC3(O)C(F)F)o2)c(C)c1[N+](=O)[O-] (stereo not given)	2%	-2.9%	-6%	-10%	1.1	-3.1%	-7%	-2%	22%
15	O=C(O)C(Cc1c[nH]c2ccccc12)N1Cc2ccccc2C1=O (stereo not given)	-3%	-3.0%	11%	3%	1.1	-1.6%	2%	-5%	-50%
16	C=CCn1c(Cc2ccccc2)nc2c(cnn2-c2ccccc2)c1=O	1%	.	0%	.	.	-1.9%	.	-39%	26%
17	O=C(CCCN1CCc2[nH]c3ccc(F)cc3c2C1)c1ccc(F)cc1	-6%	.	-9%	.	.	-2.8%	.	6%	-4%
18	O=C(COC(=O)Cc1ccsc1)NCc1ccc(Cl)cc1	-7%	2.8%	-25%	1%	1.3	2.0%	11%	25%	4%
19	O=[N+]([O-])c1ccc(Sc2cccc3cccnc23)c2cccnc12	1%	-2.8%	9%	40%	1	.	6%	13%	-8%
20	COc1ccccc1OCCNC(=O)c1ccc(S(=O)(=O)N(C)C)cc1	1%	-3.8%	-6%	-1%	1.1	3.4%	-3%	-1%	1%
21	Cc1ccccc1OCc1n(CC(=O)OC2CC(C)CCC2C(C)C)c2ccccc2[n+]1C (stereo not given)	-4%&-10%	-5.7%&-3.8%	-8%&11%	-9%&-10%	1&1.1	0.1%&2.5%	-11%&-13%	-41%&1%	1%&5%
22	Cc1cc(=O)n2c3c(sc2n1)C(=O)N(Cc1ccccc1)C3=O	-2%	-3.7%	16%	-31%	1.1	-0.7%	-10%	-18%	8%
23	COc1ccc(C2CC(c3cccs3)=NN2C(=O)CSc2nc3ccccc3o2)cc1 (stereo not given)	-4%	-4.1%	53%	0%	1.1	7.6%	7%	10%	7%
24	COc1ccc(-c2nc3c(Br)c(N)c(Br)cc3o2)cc1	-11%	-5.9%	-22%	-5%	1.1	10%	-19%	8%	-134%
25	Cc1ccccc1Cn1c(C)cc(C)c(C#N)c1=O	-7%	-5.4%	-6%	4%	1.1	-5.9%	-7%	14%	12%
26	COc1ccc(C(=O)Nc2cnc3sc(C)nn3c2=O)cc1	4%	-3.1%	-27%	6%	1.1	2.9%	5%	-11%	-24%
27	Cc1cc(C(F)(F)F)nn1CC(=O)Nc1ccc2c(c1)OCO2	-7%	.	-36%	.	.	1.8%	.	7%	-24%
28	CC(NC(=O)Cn1c(=O)oc2cc(S(=O)(=O)N3CCCC3)ccc21)c1ccccc1 (stereo not given)	-4%	-1.4%	-7%	4%	1.1	-4.1%	4%	-30%	7%
29	COCC(=O)Nc1ccc(N2CCN(c3ccccc3)CC2)c(F)c1	-6%	.	-6%	.	.	-2.2%	.	-8%	5%
30	CC(=O)N1c2ccc(S(=O)(=O)NCCC(=O)Nc3ccc(C)cn3)cc2CC1C (stereo not given)	-14%	.	8%	.	.	-5.3%	.	88%	23%

# Ordered by count of non-hydrogen atoms (descending): 9 of the compounds above.
No.	structure	LYP inhibition	XIAP antagonists	NOD1 NF-kB reporter	human PMI inhibitors	TNAP activators	KOR beta-arrestin-1	human PMI inhibition	KOR beta-arrestin-2	HEK293 NOD2/NF-kB
14	Cc1nn(Cc2ccc(C(=O)N3N=C(C(F)F)CC3(O)C(F)F)o2)c(C)c1[N+](=O)[O-] (stereo not given)	2%	-2.9%	-6%	-10%	1.1	-3.1%	-7%	-2%	22%
10	COC(=O)c1ccc2c(=O)[nH]c(CSc3nc(-c4ccc(F)cc4)cs3)nc2c1	-5%	-2.3%	-12%	-10%	1.1	7.2%	-9%	-12%	11%
20	COc1ccccc1OCCNC(=O)c1ccc(S(=O)(=O)N(C)C)cc1	1%	-3.8%	-6%	-1%	1.1	3.4%	-3%	-1%	1%
29	COCC(=O)Nc1ccc(N2CCN(c3ccccc3)CC2)c(F)c1	-6%	.	-6%	.	.	-2.2%	.	-8%	5%
15	O=C(O)C(Cc1c[nH]c2ccccc12)N1Cc2ccccc2C1=O (stereo not given)	-3%	-3.0%	11%	3%	1.1	-1.6%	2%	-5%	-50%
8	COc1cccc(C2CC(=O)Nc3cc(OC)c(OC)cc32)c1 (stereo not given)	-10%	.	32%	.	.	1.7%	.	-4%	3%
12	Cc1cc(S(=O)(=O)NCc2cccs2)ccc1-n1cnnn1	-5%	-5.4%	-6%	-14%	0.9	-0.6%	-2%	16%	7%
18	O=C(COC(=O)Cc1ccsc1)NCc1ccc(Cl)cc1	-7%	2.8%	-25%	1%	1.3	2.0%	11%	25%	4%
25	Cc1ccccc1Cn1c(C)cc(C)c(C#N)c1=O	-7%	-5.4%	-6%	4%	1.1	-5.9%	-7%	14%	12%

# Single records, from the list above. Values in the order: LYP inhibition	XIAP antagonists	NOD1 NF-kB reporter	human PMI inhibitors	TNAP activators	KOR beta-arrestin-1	human PMI inhibition	KOR beta-arrestin-2	HEK293 NOD2/NF-kB
# Record of `CCNC(=S)N/N=C/c1cn(Cc2ccc(F)cc2)c2ccccc12` = 4%	-38%	11%	14%	1.1	1.6%	16%	6%	0%
# Record of `CCOC(=O)CSc1nnc(-c2cc(OC)c(OC)c(OC)c2)o1` = -2%	-2.4%	-30%	-8%	1.1	-5.1%	-2%	2%[20 µM]	15%

# Later entries.
No.	structure	LYP inhibition	XIAP antagonists	NOD1 NF-kB reporter	human PMI inhibitors	TNAP activators	KOR beta-arrestin-1	human PMI inhibition	KOR beta-arrestin-2	HEK293 NOD2/NF-kB
31	O=C(Nc1ccc(Cl)cc1)OCc1ccccn1	-8%	-2.8%	-39%	6%	1.1	1.4%	9%	34%	-50%
32	CC(C)(C)OC(=O)N1CCCN(C(=O)Nc2ccccc2)CC1	-8%	.	-6%	.	.	2.5%	.	15%	3%
33	Cc1ccc(CNS(=O)(=O)NCc2ccccc2F)cc1	4%	-2.2%	-36%	1%	1.1	-1.7%	0%	-13%	17%
34	COc1ccc(C2C(C(=O)C(C)(C)C)=C(O)C(=O)N2Cc2ccccc2)cc1 (stereo not given)	2%	-2.8%	-30%	11%	1.1	5.7%	3%	.	18%
35	CCCCOc1ccccc1C(=O)NCCCCCC(=O)O	-2%	-1.6%	-10%	-9%	1.1	-0.5%	-6%	1%	16%
36	Cc1ccccc1S(=O)(=O)Cc1ccc(C(=O)NCCCN2CCCC(C)C2)o1 (stereo not given)	-12%	.	6%	.	.	3.7%	.	-23%	-1%
37	Cc1nc2sc(-c3ccccc3)nn2c(=O)c1Br	-3%	-7.4%	-34%	6%	1	2.1%	4%	24%	-55%
38	Cc1sc2nc(CN3CCCCC3)nc(Nc3ccc4c(c3)OCCO4)c2c1C	-2%	-5.9%	0%	-2%	1	16%	-9%	-25%	0%
39	COc1ccc(CCNC(=O)/C=C/c2ccc(OC)c(S(=O)(=O)N3CCOCC3)c2)cc1	-4%	.	-6%	.	.	-2.5%	.	32%	8%
40	COc1cccc(Nc2nc(N)nc(CCl)n2)c1	-7%	.	-8%	.	.	7.9%	.	-30%	3%
41	O=C(Cn1cnc2ccccc2c1=O)N1CCOCC1	-4%	-5.8%	-4%	3%	1.1	-4.5%	3%	21%	-8%
42	CC1CCN(S(=O)(=O)c2ccc(Oc3ccc([N+](=O)[O-])cc3)cc2)CC1	-3%	-3.4%	44%	-5%	1.1	-1.3%	2%	-22%	9%
43	CC(C)CN=c1cc(-c2ccccc2)oc2ccc(Cl)cc12	-4%	0.8%	-18%	-6%	1.1	7.2%	2%	2%	-29%
44	Cn1ccnc1SCC(=O)Nc1sccc1C#N	-8%	-4.3%	21%	7%	1.1	8.3%	17%	-30%	18%
45	O=C(C[n+]1cc(-c2ccccc2)n2c1CCCCC2)c1ccc(Br)cc1	-9%	-2.5%	-21%	2%	1.1	-3.7%	-1%	10%[20 µM]	1%
46	Fc1ccc(Cn2nnnc2C(c2cccs2)N2CCCCCC2)cc1 (stereo not given)	-11%	-3.4%	-2%	3%	1	0.1%	12%	-5%	6%
47	O=C(NCCOc1ccccc1)C1CCC(=O)N(C2CCCCCC2)C1 (stereo not given)	-10%	.	-14%	.	.	0.9%	.	0%	15%
48	COc1nc(NCCC2=CCCCC2)nc(OC)n1	-8%	-3.7%	-15%	13%	1.1	3.6%	13%	17%	0%
49	Cc1cc(N2C(=O)C3C4C=CC(C4)C3C2=O)ccc1NC(=O)c1cccs1 (stereo not given)	1%	-3.5%	-11%	2%	1	-2.1%	4%	22%	5%
50	O=C(CCCOc1ccc(Cl)cc1)N1CCCCCC1	-3%	1.0%	-28%	5%	1.1	0.8%	10%	-47%	-20%
51	NC1=NC(=Nc2ccccc2)c2ccccc21	-9%	-5.6%	1%	-2%	1	-0.7%	6%	-33%	18%
52	O=C(O)C1CC=CCC1C(=O)Nc1ccc2c(c1)OCCO2 (stereo not given)	-4%	-7.3%	-28%	19%	1	0.1%	7%	4%	-1%
53	S=c1[nH]nc(-c2ccncc2)n1Cc1ccccc1	-4%	-2.7%	-25%	-10%	1	2.9%	-18%	0%	-1%

# High-throughput results: PubChem, Sanford-Burnham Center for Chemical Genomics
